Abeta rescue: A-beta toxicity reversal in yeast. yeast expressing A-beta42, growth rescue, OD600, 48 h; response scale: 0% DMSO, 100% iron-clioquinol control. 410,000 compounds, 0.063% hits. Potency, µM (highest dose often 46.1 µM), inactives show at the highest dose growth rescue, hits mostly activators; note: potency is the fitted concentration of half-maximal effect; nearly all actives have a fitted effect of over 55% in size
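Growth rescue measured by 600 nm absorbance after 48 h yeast culture at 30 C with compound. Values normalized between DMSO and an equimolar ferric chloride plus clioquinol control.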
Mm-Cpn inhibitor: blocks the Methanococcus maripaludis chaperonin Mm-Cpn. purified Mm-Cpn ATPase, ADP Transcreener TR-FRET. AID 504842. Potency, µM (titrated, usually from 76.9 µM), inactives show at the highest dose activity, negative = inhibition, usual class: inhibitors. 330,000 compounds, 0.031% hits; note: potency is the fitted concentration of half-maximal effect; % is set by controls: 0 for no effect and ±100 for the full control effect; nearly all actives have a fitted effect of over 80% in size
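Eu-cryptate anti-ADP/ADP-d2 competition gives a ratio inversely related to ADP. Enzyme at 25 nM was pre-exposed to compound for 10 min, then given 10 uM ATP for 30 min, 37°C throughout.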
GLP-1R inv ag: GLP-1 receptor (human) inverse agonism | HEK293 GLP-1R CRE-luciferase, luminescence, 24 h; GLP-1R form is constitutively active | P43220 | 410,000 compounds, 1.6% hits | Potency, µM (titrated, usually from 38.3 µM), for inactives: at the top dose activity change, negative = inhibition, hits mostly inhibitors; note: potency is the fitted concentration of half-maximal effect; % is set by controls: 0 for no effect and ±100 for the full control effect; nearly all actives have a fitted effect of over 55% in size
Target sequence (P43220 whole entry, looked up): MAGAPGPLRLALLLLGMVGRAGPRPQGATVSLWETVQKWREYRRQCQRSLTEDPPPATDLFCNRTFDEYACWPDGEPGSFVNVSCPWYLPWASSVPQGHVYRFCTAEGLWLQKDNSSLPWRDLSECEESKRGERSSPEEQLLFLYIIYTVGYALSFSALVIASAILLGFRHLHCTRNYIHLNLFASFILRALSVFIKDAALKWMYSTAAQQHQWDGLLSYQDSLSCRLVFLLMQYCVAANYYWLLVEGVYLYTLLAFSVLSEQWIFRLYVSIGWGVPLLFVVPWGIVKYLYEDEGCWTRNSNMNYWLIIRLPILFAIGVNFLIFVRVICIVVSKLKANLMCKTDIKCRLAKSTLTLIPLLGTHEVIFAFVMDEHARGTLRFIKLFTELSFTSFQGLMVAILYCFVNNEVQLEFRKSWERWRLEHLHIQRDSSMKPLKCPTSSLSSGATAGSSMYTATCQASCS
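Readout was luciferase luminescence, measured 12 min after detection reagent at room temperature. Beforehand, GLP-1R reporter HEK293 cells had sat 12 h, then received compounds for 24 hr at 37 deg C.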
pAkt inh: blocks phosphorylation of Akt; activity change, % for hits at 50 µM; Neuro2A IGF-stimulated pAkt S473 HTRF, 20 min; hits give low values; 360,000 compounds, 0.32% hits; in the data active = activity change below about -80%; inconclusive = mostly about -51% to -80%; note: % is set by controls: 0 for no effect and ±100 for the full control effect
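Neuro2A cells (4,500/well, DMEM with 0.5% FBS) were treated with compound at a single 50 µM final concentration, stimulated with 6 nM IGF for 20 min at 37 °C, and lysed. Phospho-Akt Ser473 was read by HTRF as 665/615 ratio ×10^4.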
HEK293 tox: cytotoxicity in counter-screen for GLP-1R inverse agonists | HEK293 cAMP-luciferase reporter cells, luminescence, 24 h | Potency, µM (series often up to 38.3 µM), for the others: at the top dose activity change, negative = inhibition, most hits filed as inhibitors | 410,000 compounds, 0.13% hits | AID 624418;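 note: loss of luciferase light is scored as toxicity; potency is the fitted concentration of half-maximal effect; % is set by controls: 0 for no effect and ±100 for the full control effect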
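Compound-treated cells are incubated 24 hr at 37 deg C under 5% CO2 after a 12 hour attachment period, then luciferase detection reagent is added and luminescence is measured following 12 min at room temperature; lowered signal indicates toxicity.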
FUS yeast rescue: rescues growth of FUS-expressing yeast; S. cerevisiae FUS-expressing, growth rescue, OD600, 24 h; 390,000 compounds, 0.24% hits; Potency, µM (titrated, usually from 76.6 µM), for the others: at the top dose growth rescue (activation), actives largely listed as activators;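 note: potency is the fitted concentration of half-maximal effect; plate controls were DMSO vehicle for no effect and reference control for full effect; nearly all actives have a fitted effect of over 55% in size; some results filed as inactive show a strong effect at the top dose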
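Restored growth of FUS-toxic S. cerevisiae, read as 600 nm absorbance after 24 h at 30C in galactose medium (starting OD 0.005). Controls CP55940 and DMSO.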
aSyn yeast inh: inhibitors of alpha-synuclein toxicity in yeast | AID 652106 | Potency, µM (highest dose often 46.1 µM), inactives show at the highest dose growth rescue (activation), hits mostly activators | Yeast expressing alpha-synuclein, growth rescue, BacTiter-Glo, 24 h | 370,000 compounds, 0.14% hits; note: potency is the fitted concentration of half-maximal effect; % of control where 0% means no effect; nearly all actives have a fitted effect of over 65% in size
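Readout is rescue of growth in alpha-synuclein-expressing yeast, so inhibitors of toxicity appear as activators. Growth after 24 hr at 30 deg C in galactose medium is quantified by luminescence.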
PTHR1 ag: PTHR1 (human) receptor agonism; HEK293 GP2 PTHR1 cells, GloSensor cAMP luminescence, 1 h; 410,000 compounds, 0.075% hits; AID 743266; Potency, µM (titrated, usually from 115 µM), inactives show at the highest dose activation, usual class: activators; Q03431; note: potency is the fitted concentration of half-maximal effect; nearly all actives have a fitted effect of over 55% in size; some results filed as inactive show a strong effect at the top dose; inactives centre near -15; many of its hits are not listed in these tables
Target sequence (Q03431 whole entry, looked up): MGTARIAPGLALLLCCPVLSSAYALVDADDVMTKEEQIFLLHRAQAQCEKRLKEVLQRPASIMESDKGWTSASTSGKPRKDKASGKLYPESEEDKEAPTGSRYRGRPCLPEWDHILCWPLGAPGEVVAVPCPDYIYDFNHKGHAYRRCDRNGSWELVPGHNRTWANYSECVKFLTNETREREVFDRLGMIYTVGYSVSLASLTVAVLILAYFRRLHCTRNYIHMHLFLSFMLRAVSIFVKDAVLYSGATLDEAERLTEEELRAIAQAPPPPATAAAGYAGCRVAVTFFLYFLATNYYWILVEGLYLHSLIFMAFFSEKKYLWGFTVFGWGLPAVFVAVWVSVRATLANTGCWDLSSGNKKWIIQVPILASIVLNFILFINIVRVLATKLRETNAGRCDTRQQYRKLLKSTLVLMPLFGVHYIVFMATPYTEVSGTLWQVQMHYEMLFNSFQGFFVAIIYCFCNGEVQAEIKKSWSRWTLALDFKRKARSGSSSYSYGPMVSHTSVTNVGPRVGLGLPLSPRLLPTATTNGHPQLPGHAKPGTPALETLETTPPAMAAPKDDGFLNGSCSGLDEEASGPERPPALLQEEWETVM
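HEK-293-derived GP2 cells expressing PTHR1 and a GloSensor cAMP reporter, 3,000/well, plated overnight, given luciferin plus IBMX (each 0.5 mM as added) for 1 h at 37 °C, then compound for 1 h at 37 °C. Luminescence was read after 15 min at room temperature.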
TDP43 rescue: TDP-43 toxicity inhibition in yeast | TDP-43 expressing yeast growth rescue, BacTiter-Glo, 24 h | Potency, µM (doses to about 46.1 µM), for inactives: at the highest dose growth rescue (activation), usual class: activators | AID 652104 | 410,000 compounds, 1.8% hits; note: potency is the fitted concentration of half-maximal effect; % of control where 0% means no effect; nearly all actives have a fitted effect of over 50% in size
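Luminescence from BacTiter-Glo reports growth of TDP-43-expressing yeast after 24 hr at 30 deg C with compound. Cells were raffinose-pregrown to mid-log, then seeded in galactose medium at OD600=0.02.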
Active calls of the source: *; i = inactive; ? = inconclusive; / = no result given; [ ] = another dose, or the depositor's remark. Unless noted, calls come from the whole dose curve; as a rule, active = well fitted curve in the direction sought with a large enough effect; inconclusive = small, poorly fitted or top-dose-only effect, or another doubt; inactive = no such curve, though single readings can be large; an effect the other way counts as inactive or inconclusive. Only part of the results is shown, so the mix of outcomes need not match the whole.

item	mol	Abeta rescue	Mm-Cpn inhibitor	GLP-1R inv ag	pAkt inh	HEK293 tox	FUS yeast rescue	aSyn yeast inh	PTHR1 ag	TDP43 rescue
1	CCSC1(SCC)N=C(N)C2(C#N)C(c3ccccc3)NC(C)=CC12C#N (stereo not given)	17%	0%	-13%	i	3%	11%	-16%	i	-12%
2	COc1ccc(N2CCN(C(=O)Nc3ccc(Cl)cc3)CC2)cc1	-18%	/	-2%	/	16%	-17%	/	-43%[inhibitor]	-8%
3	COC(=O)[C@H](CC(C)C)NC(=O)N1CCC(C)CC1	-3%	1%	7%	i	13%	11%	-1%	-10%	-2%
4	O=C(CCc1nc(-c2ccccc2F)no1)NC1CCCCC1	-5%	1%	6%	i	31%	-6%	-4%	-47%[inhibitor][57.5 µM]	-1%
5	COc1ccc(CCNC(=O)Cn2cc(S(=O)(=O)Cc3cccc(Cl)c3)c3ccccc32)cc1OC	-13%	/	-19%	/	-3%	?	/	-23%	8%
6	O=C(Nc1ccc(Cl)cc1)N1CCSC1=NCc1ccccc1	1%	1%	-5%	i	19%	2%	-7%	i	-8%
7	Cc1ccc(-c2cn3cccnc3n2)cc1NC(=O)c1cccs1	0%	-8%	19%	i	-20%	/	-14%	i	-2%
8	CC(C)(C)c1ccc(C(=O)NC(=S)N2CCOCC2)cc1	10%	0%	-17%	i	?	3%	8%	-19%	13%
9	CC(=O)C1=C(O)C(=O)N(c2ccc(Br)cc2)C1c1ccccc1[N+](=O)[O-] (stereo not given)	3%	1%	-14%	i	1%	-4%	-7%	i	0%
10	Cc1ccc(CN2CCN(Cc3cn(C(C)C)c4ccccc34)CC2CCO)o1 (stereo not given)	15%	1%	-10%	i	-8%	3%	1%	i	/
11	O=C(NNC(=O)c1csc(N2CCOCC2)n1)c1ccc(=O)[nH]c1	2%	-4%	18%	i	-1%	-20%	0%	5%	8%
12	COc1cccc(NS(=O)(=O)NC(=O)c2cn(C)c3ccccc23)c1	-1%	-4%	11%	i	-5%	24%	1%	i	-5%
13	COc1cccc(CNC(=O)c2ccc(NC3=NC4CS(=O)(=O)CC4S3)cc2)c1 (stereo not given)	13%	-4%	-7%	i	-7%	-18%	1%	i	2%
14	CCc1nnc(SCC(=O)N(C)c2ccccc2)c2cc3sccc3n12	1%	/	-2%	/	3%	-6%	/	-50%[inhibitor]	?
15	CCCN1C(C(=O)c2ccccc2)=C(OC(=O)c2ccc(C)cc2)c2ccccc2S1(=O)=O	-1%	/	?	/	-3%	8%	/	-8%	3%
16	COC(=O)c1nc2cc3c(cc2c(C)c1C(=O)OC)OCO3	3%	0%	0%	i	-1%	14%	1%	i	-4%
17	COc1ccc(-n2ncc(C(=O)Nc3ccc(C)cc3Cl)c2C2CCN(C(=O)OC(C)(C)C)CC2)cc1	-3%	/	?	/	3%	?	/	i	26%
18	CCOC(=O)c1ccc(NC(=O)C2=C(C)C(=O)OC23CCN(C(C)C)CC3)cc1	-8%	/	9%	/	3%	16%	/	-19%	9%
19	CC1(C)CC(=O)C2=C(C1)NCN(CCCN1CCOCC1)C2	-1%	1%	6%	i	16%	22%	-2%	-18%	7%
20	Cc1cc2nnc(SCC(=O)N3C(C)CCCC3C)n2c(N)n1 (stereo not given)	-27%	-2%	7%	i	9%	10%	-3%	i	-29%
21	CN1CCN(CC(=O)Nc2cc(N(C)C)nc3ccccc23)CC1	13%	2%	-17%[0.307 µM]	i	-2%[0.307 µM]	11%	0%	i	-20%
22	O=C(O)c1c(NC(=O)N2CCCC2)sc2c1CCCC2	-90%[inhibitor]	-4%	0%	i	0%	29%	-57%[inhibitor]	-5%	-94%[inhibitor]
23	O=[N+]([O-])c1cccc(-c2ccc(/C=N/NC(=S)Nc3ccccc3)o2)c1	9%	0%	-2%	i	-23%	28%	-19%	i	19%
24	COc1c(C(CC(C)C)OC(C)=O)ccc2c1C(=O)OCc1cc(C)cc(O)c1O2 (stereo not given)	-78%[inhibitor]	1%	10µM*	i	-3%	?	-13%	-35%[inhibitor]	0%
25	CC(C)c1nc(SCC(=O)Nc2ccc(N3CCOCC3)cc2)c2ccccc2n1	-5%	-1%	14%	i	-27%	18%	-12%	-37%	4%
26	CC1CCN(CCc2nc3cc(NS(=O)(=O)c4ccc(F)cc4)ccc3n2C)CC1	-2%	-8%	-12%	i	-16%	14%	5%	i	-4%
27	CCOC(=O)c1ccc(NC(=O)CSc2nnnn2C2CCCCC2)cc1	7%	-1%	6%	i	-8%	0%	-5%	i	18%
28	COc1ccc(-c2cc(=O)oc3c4c(ccc23)OCN(Cc2cccc(OC)c2)C4)cc1	-35%	/	18%	/	148%[activator]	27%	/	-6%	-19%
29	CC1CCCCN1S(=O)(=O)CCNC(=O)c1ccccc1 (stereo not given)	-13%	0%	-22%	i	-9%	5%	3%	19%	-3%
30	C=CCONC(=O)c1cc(OCC(F)(F)F)ccc1OCC(F)(F)F	-1%	3%	7%	i	0%	24%	-3%	i	3%

Compound profiles, from the list above.
COc1ccc(-n2ncc(C(=O)Nc3ccc(C)cc3Cl)c2C2CCN(C(=O)OC(C)(C)C)CC2)cc1 in the list: Abeta rescue = -3%; Mm-Cpn inhibitor = /; GLP-1R inv ag = ?; pAkt inh = /; HEK293 tox = 3%; FUS yeast rescue = ?; aSyn yeast inh = /; PTHR1 ag = i; TDP43 rescue = 26%
CC1CCCCN1S(=O)(=O)CCNC(=O)c1ccccc1 (stereo not given) in the list: Abeta rescue = -13%; Mm-Cpn inhibitor = 0%; GLP-1R inv ag = -22%; pAkt inh = i; HEK293 tox = -9%; FUS yeast rescue = 5%; aSyn yeast inh = 3%; PTHR1 ag = 19%; TDP43 rescue = -3%

The list goes on:
item	mol	Abeta rescue	Mm-Cpn inhibitor	GLP-1R inv ag	pAkt inh	HEK293 tox	FUS yeast rescue	aSyn yeast inh	PTHR1 ag	TDP43 rescue
31	CC(Cc1ccccc1)C(=O)N[C@@H](CO)Cc1ccccc1 (stereo not given in full)	16%	2%	-17%	i	?	7%	2%	-40%	17%
32	O=C(COC(=O)c1ccc(Br)o1)NCc1ccc(F)cc1	-8%	-1%	-3%	i	0%	-23%	-15%	-25%	?
33	N#Cc1nc(COc2cccc(Cl)c2)oc1NCCN1CCOCC1	2%	0%	-13%	i	-1%	-17%	1%	i	13%
34	Cc1ccc([N+](=O)[O-])cc1N=C(c1ccc([N+](=O)[O-])cc1)N1CCOCC1	-4%	0%	?	i	-5%	20%	-11%	i	13%
35	COc1cccc(NC(=S)Nc2ccc(Br)cc2Cl)c1	?	-1%	-1%	i	1%	13%	8%	-3%	-4%[1.82 µM]
36	O=C(NN1C(=O)c2ccccc2NC1c1ccco1)c1ccccc1 (stereo not given)	-24%	-2%	8%	i	-1%	24%	-8%	i	-28%
37	Cc1ccc(S(N)(=O)=O)cc1NC(=O)/C=C/c1cccs1	3%	-1%	-22%	i	-9%	-8%	-6%	i	13%
38	CCCn1c(=O)c2ccccc2n2c(SCCOc3ccc(Cl)cc3)nnc12	20%	4%	30%	i	10%	-25%	0%	i	-17%
39	Cc1ccc2[nH]cc(CCNC(=O)c3ccc([N+](=O)[O-])cc3)c2c1	?	1%	?	i	-6%	-3%	-1%	-45%[inhibitor]	-3%
40	Cc1ccc(N2C(=O)c3ccccc3C2=O)cc1Cl	11%	1%	8%	i	7%	-26%	1%	i	6%
41	O=Cc1ccccc1-c1cn(CCCOCc2ccccc2)nn1	-20%	-4%	-1%	i	-1%	-10%	-1%	-16%	-24%
42	C=CCNC(=O)CSc1nnc(-c2cccc(S(=O)(=O)N3CCOCC3)c2)o1	-2%	/	4%	i	4%	1%	-6%	-17%	4%
43	O=C(CCc1nc2sc3c(c2c(=O)[nH]1)CCCC3)NCCc1ccc(F)cc1	2%	-7%	0%	i	1%	22%	-2%	-15%	-11%
44	O=C(CC1SC(=O)N(c2ccccc2)C1=O)Nc1cccc2ccccc12 (stereo not given)	?	0%	19%	i	-5%	18%	5%	-7%	5%
45	CCOC(=O)N1CCN(C(=O)COC(=O)c2cc(Cl)c(O)c(Cl)c2)CC1	3%	1%	6%	i	6%	2%	2%	i	10%
46	O=C(CN(c1ccc(F)cc1)S(=O)(=O)c1ccccc1)NCc1ccco1	15%	-1%	-18%	i	-22%	-8%	0%	-29%[57.5 µM]	-1%
47	COC(=O)C1CSC(C(=O)OC)N1C(=O)CN1CCN(c2ccc(OC)cc2)CC1 (stereo not given)	0%	0%	18%	i	-39%	-15%	3%	-10%	0%
48	C/C(CC(=O)Nc1ccc(C)c(Cl)c1)=N\NC(=O)Cc1ccccc1	-7%	0%	?	i	19%	17%	10%	-20%	-8%
49	CC1CC(C)(C)n2c(O)c(N=NC(N)=S)c3cccc1c32 (stereo not given)	?	1%	5µM*	i	?	10%	-8%	30%	?
50	Cc1ccc(C(=O)NCC(c2ccco2)N2CCc3ccccc3C2)cc1C (stereo not given)	10%	0%	11µM*	i	-4%	11%	8%	-27%	19%
51	O=C1C2C3C=CC(CO)(O3)C2C(=O)N1c1ccccc1-c1ccccc1 (stereo not given)	-94%[inhibitor]	2%	-30%	i	?	-1%	-97%[inhibitor]	-14%[57.5 µM]	?
52	O=C(O)c1cccnc1SCc1ccccc1Cl	6%	1%	-1%	i	-16%	-14%	18%	i	8%
53	COc1cc(OC)c(/C=N/NC(=O)Cn2nc([N+](=O)[O-])cc2C)c(OC)c1	3%	2%	-2%	i	-6%	6%	1%	i	-8%
54	Cc1nc(-c2ccc(S(=O)(=O)N(Cc3ccccc3)C(C)C)cc2)co1	-11%	/	?	/	0%	30%	0%	-66%[inhibitor]	24%
